KDM5B inh = inhibitors of human KDM5B histone demethylase; Q9UGL1; KDM5B demethylase, FDH-coupled NADH fluorescence (FDH is formaldehyde dehydrogenase); Potency, µM (highest dose often 57.7 µM), for inactives: at the highest dose activity change, negative = inhibition, actives largely listed as inhibitors; 2.6% of 220,000 active; AID 1347165; active = well fitted inhibition curve with a large enough effect; inconclusive = small, poorly fitted or top-dose-only effect; inactive = no such curve, though single readings can be large or run the other way; also: 0% is about no effect; nearly all actives have a fitted effect of over 70% in size
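Measured: NADH fluorescence change, 30 min, RT. System: KDM5BΔAP 200 nM final, H3K4me3 peptide, α-KG, Fe(II), ascorbate, NAD⁺ plus FDH, pH 7.5 HEPES. Compounds: titrated, 10 min pre-incubation with enzyme.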
An asterisk follows results filed as active; i = inactive; ? = inconclusive; [ ] = another dose, or the depositor's remark. Potency is read from the fitted curve at half-maximal effect. A portion of the library. The share of hits here may be higher or lower than overall.

SMILES	KDM5B inh
CCCS(=O)(=O)N1CC(=O)N(c2ccc(C)cc2)C(C)(C(=O)NC2CCCCCC2)C1 (stereo not given)	-8%
CC1CCN(C(=O)CSc2nc3c([nH]c4ccccc43)c(=O)n2-c2ccccc2)CC1	-21%
O=C(c1ccco1)N1CCCCC1c1nc(CCOCC2CC2)no1 (stereo not given)	18%
COc1ccc(NC(=O)C2CCN(S(=O)(=O)c3c(C)noc3/C=C/c3ccc(C)cc3)CC2)cc1Cl	-18%
CC(C)NC(=O)N1CCN2C(=O)c3cc(-c4ccc5c(c4)OCO5)ccc3NC(=O)[C@H]2C1	?
O=C(NC1CC1)C1CCCN(c2nc3ncccc3o2)C1 (stereo not given)	35µM*
COc1ccc2c(c1)c1c(c(=O)n(-c3ccccc3C)c(=O)n1Cc1cccc(C(F)(F)F)c1)n2C	?
CC1(C)CC(NC(=O)Cn2nc3c(cc2=O)CCCCC3)CCO1 (stereo not given)	48%[activator]
COc1ccccc1CC(=O)NCc1nnc2ccc(-c3ccc(C)c(C)c3)nn12	32µM*
CCOc1ccc(CN2CCNC(=O)C2CC(=O)NCCN2CCOC2=O)cc1 (stereo not given)	?
Cc1ccccc1NCc1c(C#N)c2ccccc2n1C	0%
Cn1cnc2c1c(=O)n(CCCSc1nnnn1-c1cccc(F)c1)c(=O)n2C	-2%
CS(=O)(=O)c1ccc(CN2C[C@@H]3OCC(=O)N(Cc4ccc(F)cc4)[C@@H]3C2)cc1	?
COc1ccccc1C(O)c1nccn1Cc1ccccc1 (stereo not given)	10%
O=C(CCCc1c[nH]c2ccccc12)N1CCc2nc3cc(-c4ccccc4)[nH]n3c(=O)c2C1	?
Cc1cc(C)c(C(=O)Nc2ccccc2C)c(SCC(=O)NC2CCCC2)n1	11%
O=C(NC1C2CC3CC(C2)CC1C3)c1ccc(-c2ccc(Br)cc2)o1 (stereo not given)	?
CC(OC(=O)c1ccc2c(c1)NC(=O)CS2)C(=O)NC1CCCC1 (stereo not given)	26%
CCc1ccc(NC(=O)CN2C(=O)CC(c3ccccc3)Sc3ccccc32)cc1 (stereo not given)	-3%
CCN(CC)CCCNC(=O)Cc1csc2nc(-c3ccc(Cl)cc3)cn12	?
CS(=O)(=O)NCCc1ccc(C(=O)COc2ccc(-c3ccccc3)cc2Cl)s1	-13%
CCN1C(=O)N(C2Cc3ccccc3C2)C(=O)C12CCN(Cc1cnc(-c3ccccc3)s1)CC2	-1%
CCC1CCCN(C(=O)Cn2cnc3c2c(=O)n(C)c(=O)n3C)C1 (stereo not given)	24%
COc1cccc(C(=O)NC(C(=O)N2CCCCC2)C2CCN(C(=O)c3cccc(F)c3)CC2)c1 (stereo not given)	0%
CCc1cccc(CC)c1NC(=O)C(C)Sc1ccc(C)cc1 (stereo not given)	13%
COc1ccccc1-c1noc(-c2nnn3c2COC(c2ccc(Cl)cc2)C3)n1 (stereo not given)	?
Cc1ccc(-n2nnnc2SCC(=O)N2Cc3ccccc3CC2C(=O)O)cc1 (stereo not given)	-7%
Cc1cc(C)nc(NC(c2ccccn2)c2cc(C)sc2NC(=O)c2ccco2)n1 (stereo not given)	-21%
COc1ccc(S(=O)(=O)N2C[C@@H]3C[C@H](C2)c2ccc(-c4ccc(OC(F)(F)F)cc4)c(=O)n2C3)cc1	28µM*
CCN(CC)CCCNC(=O)/C=C/C(=O)O	?
COc1ccccc1NS(=O)(=O)c1ccc(O)c(NC(=S)NCC2CCCO2)c1 (stereo not given)	-67%
CCc1c(-c2ccc(C)cc2)nc2ccccc2c1C(=O)O	21%
O=C(Cc1cccc2ccccc12)NCC(=O)Nc1ccccc1F	4%
Cn1cc(CN2C[C@@H](F)[C@@H](OCc3nc4ccccc4o3)C2)c2ccccc21	?
COCC(=O)Oc1c(S(=O)(=O)c2ccccc2)c(C)nn1C(C)(C)C	15%
CCc1ccc(NCc2cc3ccc(OC)cc3n(CC(=O)Nc3ccc(C)c(Cl)c3)c2=O)cc1	?
Cc1ccc(-n2c(CCC(=O)O)ccc2-c2cccs2)cc1C	?
O[C@@H]1CO[C@H]2[C@@H]1OC[C@@H]2n1nnnc1SCc1ccco1	-10%[86.2 µM]
CCOc1cccc(CNC(=O)[C@H]2CCC[C@H]2NC(=O)c2ccc(OC)nc2)c1	-2%
Cc1ccccc1-c1[nH]c2ccc(C(C)(C)C)cc2c1C=O	-7%
N#Cc1ccc(OCCOc2ccc3ccc(=O)oc3c2)cc1	i
Cc1c(C)[n+](=O)c2cc(F)c(F)cc2n1[O-]	?
COC(=O)NC(C)c1nc(-c2cccnn2)no1 (stereo not given)	20%
CCCc1nn(-c2cccc(C)c2)c(=O)n1CC(=O)NCc1ccc(C)o1	?
Cc1cc(Nc2ccccc2C)c2c([N+](=O)[O-])cc(C)c(C)c2n1	20%
COc1ccc(-c2noc([C@@H](C)NS(=O)(=O)c3ccccc3)c2C(=O)O)cc1	-4%[86.2 µM]
N#CC1=C(SCc2ccccc2Br)NC(=O)C(C#N)C12CCCCC2 (stereo not given)	5%
O=c1[nH]c(NC2CCN(S(=O)(=O)c3ccccc3C(F)(F)F)CC2)nc2c1CCCC2	11%
CSc1nn(CC(=O)Nc2ccc(C)cc2C)c(N)c1S(=O)(=O)c1ccc(Cl)cc1	-30%
CSc1ncccc1C(=O)NC1CC(=O)N(CC2CCCCC2)C1 (stereo not given)	-17%
Following part
SMILES	KDM5B inh
c1ccc(-n2cccc2)c(N2CCCCC2)c1	43%
CCCCCCCCOC(=O)/C(C#N)=C/c1c[nH]c2ccccc12	-5%
COc1ccccc1NC(=O)c1ccc2[nH]c(C)cc(=O)c2c1	-19%
CCOc1ccccc1NC(=O)Cn1cc(C(=O)c2ccc(Cl)cc2)c(=O)c2ccc(C)nc21	-3%
Cc1ccc(NC(=O)Cn2c(=O)n(CC3CCC(C(=O)NC(C)C)CC3)c(=O)c3sccc32)cc1 (stereo not given)	14%
O=C(CN1CCN(Cc2ccc(Cl)cc2)CC1)N/N=C/c1cccc(F)c1	-5%
CN(Cc1cccnc1)Cc1nc(C2(O)CCN(C(=O)c3ccc(F)cc3)CC2)cs1	32%[activator]
CC(C)CNC(=O)N1CCC(c2noc(C3CC3)n2)C1 (stereo not given)	-12%
COc1ccc(C(=O)N2CC[C@@H]3COCCN(C)[C@@H]3C2)c(OC)c1	-7%
COc1ccc(C2Cn3nnc(C(=O)N4CCN(C(=O)c5ccccc5)CC4)c3CO2)cc1 (stereo not given)	-23%
Cc1nc2cccnc2n1CC1CCCN(S(=O)(=O)c2ccc(F)c(Cl)c2)C1 (stereo not given)	-13%
Cc1cc(OCC(C)CN2CCC(C(O)(c3ccccc3)c3ccccc3)CC2)ccc1Br (stereo not given)	-8%
Cc1cc(C)c(NC(=O)CSc2ncnc3ccccc23)c(Cl)c1	-17%
Cc1ccc(C(=O)N2CCC(n3cc(-c4nc(C(C)C)no4)nn3)CC2)cc1	14%
NC(=O)[C@H](Cc1cccs1)NC(=O)[C@@]1(O)C[C@@H](O)[C@H](O)[C@@H](NC(=O)Nc2ccc(OC(F)(F)F)cc2)C1	-13%
CCc1ccccc1NC(=O)CN1CCCN(Cc2cccc(OC)c2)S1(=O)=O	-5%
COc1cc(/C=C(/C#N)C(=O)O)ccc1OC(=O)c1cccs1	-12%
CCn1nc(C)c(CCN(C)C(=O)Nc2cc(Cl)ccc2C)c1C	-18%
O=C(O)c1ccc(-c2ccc(Cc3ccc(-c4ccc(C(=O)O)cc4)o3)o2)cc1	?
CC1(C)N=C(c2ccc(Br)cc2)C(=S)N1	7%
O=C1NC2(CCCCC2)C(=O)N1CC(=O)N1CCCc2ccccc21	-3%
CCCC(C)NC(=O)NC(C)c1cccc(Cl)c1 (stereo not given)	-3%
Cc1ccc(C)c(C(=O)NCc2nnc3ccc(-c4ccc(C)c(C)c4)nn23)c1	14µM*
Cc1ccc(-c2cc(N3CCC(CNC(=O)c4cc(C5CC5)[nH]n4)CC3)n[nH]2)cc1	?
CCOC(=O)c1c(-c2ccc(C)cc2)csc1NC(=O)c1ccc(C(C)(C)C)cc1	-45%
COc1cccc(CC(=O)N2CCC[C@H]2C(=O)N2CCCCCCNC(=O)CC2)c1	-26%
Cc1ccccc1C(=O)OCCCN(C)C	2%
O=C(NCCSC1CCCC1)c1cccs1	19%
COc1cccc(NC(=O)CCNS(=O)(=O)c2ccc3c(c2)oc(=O)n3C)c1	1%
O=C(CN1CCN(c2ncccn2)[C@@H]2CS(=O)(=O)C[C@@H]21)NCc1ccco1	-28%
CCCNC(=O)NC(=O)CN(C)C(C)C1CC1 (stereo not given)	6%
COc1ccc(C(C(=O)NC2CCCC2)N(C(=O)c2snc(C(N)=O)c2N)C2CCCC2)cc1OC (stereo not given)	?
Cc1ccc(S(C)(=O)=O)cc1C(=O)OCC(=O)C(C)(C)C	17%
Cc1cc(C)c2c(=O)cc(C(=O)Nc3ccccc3Cl)oc2c1	9%[11.5 µM]
CC1=C[C@@H](CNC(=O)c2ccccc2)[C@H](C(C)C)C[C@H]1CC(=O)N1CCCC1	9%[86.2 µM]
COc1ccc(OCc2nc(C(=O)N3CCCC(C)(CO)C3)co2)cc1 (stereo not given)	?
CCN1CCN(CCNC(=O)Cc2cccn2-c2ccc(C)cc2)CC1	-5%
CNc1ccc(C(=O)NCCCc2c(C)noc2C)cn1	?
O=C(COCc1cc(-c2cccs2)on1)NCc1ccc(Cl)cc1	-3%
CCOCCN1C(=O)COC[C@@H]1[C@H](O)c1ccc(NC(=O)Cc2ccccc2)cc1	9%[86.2 µM]
COc1ccc(NC(=O)Cc2sc(C)nc2-c2cccs2)cc1Cl	-6%
CC(=O)N1CCCC2(C1)C(=NC1CCCCC1)NC(=O)N2c1cccnc1 (stereo not given)	-12%
CN(CC(=O)NC1CCCCNC1=O)Cc1c(F)cccc1Cl (stereo not given)	12%
COc1ccc(NC(=O)CSc2cn(CC(=O)N3CCCCC3)c3ccccc23)c(OC)c1	?
CCCc1nn2c(=O)cc(COC(=O)c3ccc(NC(=O)COc4ccccc4F)cc3)nc2s1	-6%
CC(=O)Nc1ccc(S(=O)(=O)Nc2ccc(S(=O)(=O)Nc3nc(C)cc(C)n3)cc2)cc1	23%
CCCNC(=O)C1CCN(c2ncnc3c2nc2n3CCCCC2)CC1	13%
COc1cccc(NC(=O)Cn2c(-c3cccc(Cl)c3)nc(C)c(CCO)c2=O)c1	-13%
CC(C)CN(Cc1cccnc1)C1CN(S(=O)(=O)Cc2ccccc2F)C1	-3%
C=CCCC(CN1CCSCC1)Oc1ncc(C)c(N(C)C)n1 (stereo not given)	-18%
(further entries)
SMILES	KDM5B inh
O=C(COc1ccccc1Cl)NNC(=O)c1ccc(-n2cncn2)c([N+](=O)[O-])c1	13%
CCCC(NC(C)=O)C12CC3CC(CC(C3)C1)C2 (stereo not given)	14%
Cc1ccn2c(C(=O)N3CCn4nc(CCC(=O)NC(C)C)cc4C3)nnc2n1	34%[activator]
Cc1c(C(=O)N[C@H](c2cnn(C)c2)C2CC(O)C2)sc2nc[nH]c(=O)c12 (stereo not given in full)	-8%
O=C(O)c1ccc(NC(=S)NC(=O)c2ccc3ccccc3c2)cc1	-6%
C=CCn1c(SCC(=O)NNC(=O)Nc2ccc(C)cc2)nnc1-c1ccccc1	28%
COc1ccc(NC(=O)C2CCCN(S(=O)(=O)c3ccc4c(c3)CCCN4C(C)=O)C2)cc1 (stereo not given)	-5%
CCC(=O)N1CCc2cc(S(=O)(=O)NCCC(=O)NCc3ccc(OC)cc3)ccc21	-6%
CCN(CC)C(=O)Cn1nnc2sc(-c3ccccc3)cc2c1=O	?

A draw from above in order of molar mass, lowest first:
SMILES	KDM5B inh
C=CCCC(CN1CCSCC1)Oc1ncc(C)c(N(C)C)n1 (stereo not given)	-18%
CCN(CC)C(=O)Cn1nnc2sc(-c3ccccc3)cc2c1=O	?
O=C(O)c1ccc(NC(=S)NC(=O)c2ccc3ccccc3c2)cc1	-6%
CCCNC(=O)C1CCN(c2ncnc3c2nc2n3CCCCC2)CC1	13%
CC(=O)N1CCCC2(C1)C(=NC1CCCCC1)NC(=O)N2c1cccnc1 (stereo not given)	-12%
Cc1c(C(=O)N[C@H](c2cnn(C)c2)C2CC(O)C2)sc2nc[nH]c(=O)c12 (stereo not given in full)	-8%
COc1ccc(NC(=O)Cc2sc(C)nc2-c2cccs2)cc1Cl	-6%
CC(C)CN(Cc1cccnc1)C1CN(S(=O)(=O)Cc2ccccc2F)C1	-3%
Cc1ccn2c(C(=O)N3CCn4nc(CCC(=O)NC(C)C)cc4C3)nnc2n1	34%[activator]
CCOCCN1C(=O)COC[C@@H]1[C@H](O)c1ccc(NC(=O)Cc2ccccc2)cc1	9%[86.2 µM]
O=C(COc1ccccc1Cl)NNC(=O)c1ccc(-n2cncn2)c([N+](=O)[O-])c1	13%
C=CCn1c(SCC(=O)NNC(=O)Nc2ccc(C)cc2)nnc1-c1ccccc1	28%
COc1cccc(NC(=O)Cn2c(-c3cccc(Cl)c3)nc(C)c(CCO)c2=O)c1	-13%
CCC(=O)N1CCc2cc(S(=O)(=O)NCCC(=O)NCc3ccc(OC)cc3)ccc21	-6%
COc1ccc(NC(=O)CSc2cn(CC(=O)N3CCCCC3)c3ccccc23)c(OC)c1	?
COc1ccc(NC(=O)C2CCCN(S(=O)(=O)c3ccc4c(c3)CCCN4C(C)=O)C2)cc1 (stereo not given)	-5%
CCCc1nn2c(=O)cc(COC(=O)c3ccc(NC(=O)COc4ccccc4F)cc3)nc2s1	-6%

Bioassay records: PubChem BioAssay, National Center for Advancing Translational Sciences (NCATS)
